Coupling enz = inhibits coupling enzyme system, counter-screen for aldolase hits; coupling enzyme system counterscreen, AmpLite Red fluorescence; activity change, negative = inhibition, % at 58.2 µM, hits read low; 0.67% of 290,000 active; AID 2472; in the data active = activity change below about -30%; also: % is scaled to controls: 0 for no effect and ±100 for the full control effect
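Counterscreen lacking aldolase: glyceraldehyde-3-phosphate coupling-enzyme reagent preincubated 10 min at RT with compound (at 57.5 uM final), then substrate/coupling system with AmpLite Red added; fluorescence read at 525/598 nm after 20 min RT.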
PKM2 act = increases activity of human pyruvate kinase M2; purified PKM2, Kinase-Glo ATP luminescence, activation; response scale: 0% is enzyme alone, no compound; 0.34% of 260,000 active; Potency, µM (doses to about 57.5 µM), for the others: top-dose activation, most hits filed as activators; P14618; also: potency is read from the fitted curve at half-maximal effect; % is scaled to controls: 0 for no effect and ±100 for the full control effect; nearly all actives have a fitted effect of over 55% in size
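Purified hPK-M2 (>95% pure) converted ADP (0.1 mM final) to ATP with 0.5 mM PEP in 50 mM imidazole pH7.2, KCl, MgCl2, Tween 20, BSA; 1 h at room temperature. ATP detected by Kinase-Glo luminescence.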
Giardia kill = kills Giardia lamblia; Giardia lamblia trophozoite viability; activity change, % at 7.66 µM, hits read low; 0.15% of 340,000 active; AID 540267; in the data active = activity change below about -80%; inconclusive = between about -30% and that limit;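 also: parasites exposed to compound for two days anaerobically before the ATP read; % is scaled to controls: 0 for no effect and ±100 for the full control effect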
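Trophozoite viability was measured as ATP-dependent luminescence, read 15-30 min after reagent addition. Before that, parasites at 100 cells/well were exposed to compounds for 48 h, anaerobically, at 37 deg C.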
hERG WT inh = blocks the wildtype human KCNH2 potassium channel; Q12809; U2OS, BacMam KCNH2, thallium flux FluxOr; hits give low values; activity change, % at 1.84 µM; 0.37% of 340,000 active;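 active = maximum activity change below -70%; inconclusive = maximum activity change between -70% and -50%; inactive = maximum activity change above -50%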; also: % is scaled to controls: 0 for no effect and ±100 for the full control effect
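U2OS cells transduced with wild-type KCNH2 virus are loaded with FluxOr dye for 45 min, and thallium flux is measured in kinetic reads before and after stimulation buffer. Rate constants are normalized to DMSO controls.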
KCNH2 3.1 block = blocks the human KCNH2 3.1 channel isoform; U2OS KCNH2 3.1, thallium flux FluxOr; hits give low values; activity change, % (tested at about 1.8 µM); 0.95% of 340,000 active;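 active = maximum activity change below -70%; inconclusive = maximum activity change from -70% to -50%; inactive = maximum activity change above -50%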;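 also: thallium influx rate constant from kinetic fluorescence after stimulation buffer; % is scaled to controls: 0 for no effect and ±100 for the full control effect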
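Channel expression came from 3.1 mutant virus (1.77 x 10^8 /mL) applied to suspended U2OS cells for 4 h. Flux was tracked with FluxOr dye plus Red40 quencher, and kinetic rate constants normalized to controls.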
USP2a inh = inhibitors of human ubiquitin-specific protease USP2a. AID 463254. O75604. Potency, µM (titrated, usually from 38.3 µM), for inactives: at the highest dose activity change, negative = inhibition, usual class: inhibitors. 0.01% of 330,000 active. USP2 core, Ub-CHOP2 coupled fluorogenic reporter, 485/531;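 also: potency is read from the fitted curve at half-maximal effect; plate controls were DMSO wells for no effect and full inhibition by NEM control for full effect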
Target sequence (O75604 whole entry, looked up): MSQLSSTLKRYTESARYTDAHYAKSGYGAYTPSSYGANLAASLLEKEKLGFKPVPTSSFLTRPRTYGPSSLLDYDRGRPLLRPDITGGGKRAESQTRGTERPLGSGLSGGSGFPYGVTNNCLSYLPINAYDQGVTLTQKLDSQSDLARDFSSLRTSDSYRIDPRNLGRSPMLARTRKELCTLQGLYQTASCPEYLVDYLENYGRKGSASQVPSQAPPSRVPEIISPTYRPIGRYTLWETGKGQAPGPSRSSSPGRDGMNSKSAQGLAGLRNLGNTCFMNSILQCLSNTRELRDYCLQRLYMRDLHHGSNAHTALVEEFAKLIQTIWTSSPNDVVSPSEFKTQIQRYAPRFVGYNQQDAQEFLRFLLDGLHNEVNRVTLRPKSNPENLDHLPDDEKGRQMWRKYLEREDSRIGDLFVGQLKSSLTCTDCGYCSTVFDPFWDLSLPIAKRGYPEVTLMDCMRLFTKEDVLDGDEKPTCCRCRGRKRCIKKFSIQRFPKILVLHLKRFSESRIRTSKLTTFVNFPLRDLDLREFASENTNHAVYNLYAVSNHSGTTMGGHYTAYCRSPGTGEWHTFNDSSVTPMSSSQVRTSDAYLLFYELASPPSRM
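Cell-free coupled assay: 10nM USP2 core preincubated 30min RT with compound in Tris-HCl pH 8.0/CaCl2/CHAPS buffer, then 25nM Ub-CHOP2 and 25nM reporter substrate; fluorescence (Ex 485/Em 531) read after 60min RT, normalized to NEM inhibition, concentration-response curves fitted.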
TRPV1 ag = agonists of human vanilloid receptor 1 (TRPV1) | TRPV1-expressing cells, Fluo-8 calcium influx, agonist mode | activation, % at 8.33 µM | 0.19% of 320,000 active | AID 540275; in the data active = activation above about 80%; inconclusive = between about 30% and that limit; also: 0% is about no effect
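Fluo-8 calcium influx in TRPV1-expressing cells, kinetic read (ex 480/em 520 nm). Compound added and read 3 min for agonist activity, followed by capsaicin at EC20 final and 2 min further read for enhancement.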
CXXC DNA block = MLL CXXC-DNA interaction inhibition. AID 2662. 0.037% of 290,000 active. Potency, µM (highest dose often 115 µM), without a hit: at the highest dose activity change, negative = inhibition, hits mostly inhibitors. Q03164. MLL-CXXC / FITC-HOXA9 DNA fluorescence polarization; active = well fitted inhibition curve with a large enough effect in the polarisation, with a control signal flat, not every such curve was filed as active; inconclusive = small, poorly fitted or top-dose-only effect, or effect the other way, or a change in a side signal; inactive = no such curve, though single readings can be large or run the other way; the % refers to the polarisation; also: potency is read from the fitted curve at half-maximal effect
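Fluorescence polarization: 7 uM MLL-CXXC (stock) preincubated 5 min with compounds, then 50 nM fluorescein-HOX-A9 DNA (stock) added; 30 min ambient. Buffer 50 mM Tris-HCl pH 7.5, 50 mM NaCl, 1 mM DTT, 0.05% BSA.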
B2AR arrestin = beta2AR (human) beta-arrestin recruitment activity; P07550; beta-arrestin recruitment to beta2AR, cell-based reporter; Potency, µM (series often up to 46.1 µM), for inactives: at the top dose activation, actives largely listed as activators; 0.02% of 330,000 active;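 also: potency is read from the fitted curve at half-maximal effect; 0% = DMSO controls and full agonism = EC100 isoproterenol or metaproterenol; nearly all actives have a fitted effect of over 65% in size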
Target sequence (P07550 whole entry, looked up): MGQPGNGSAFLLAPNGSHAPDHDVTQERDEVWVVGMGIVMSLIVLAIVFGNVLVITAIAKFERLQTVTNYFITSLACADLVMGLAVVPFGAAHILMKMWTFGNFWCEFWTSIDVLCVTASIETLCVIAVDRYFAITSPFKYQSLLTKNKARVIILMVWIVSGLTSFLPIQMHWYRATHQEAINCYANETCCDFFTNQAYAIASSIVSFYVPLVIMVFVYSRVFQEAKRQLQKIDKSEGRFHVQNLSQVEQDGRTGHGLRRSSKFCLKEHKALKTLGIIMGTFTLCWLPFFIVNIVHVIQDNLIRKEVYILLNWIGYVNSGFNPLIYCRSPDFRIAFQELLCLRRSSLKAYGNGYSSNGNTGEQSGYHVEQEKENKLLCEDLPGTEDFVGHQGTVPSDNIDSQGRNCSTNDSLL
GALK inh = galactokinase (human) inhibition. P51570. Purified GALK, Kinase-Glo residual ATP luminescence. Potency, µM (doses to about 57.5 µM), inactives show at the highest dose activity change, negative = inhibition, most hits filed as inhibitors. 0.007% of 270,000 active; also: potency is read from the fitted curve at half-maximal effect; % is scaled to controls: 0 for no effect and ±100 for the full control effect
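ATP-depletion format; final 35 uM ATP, 100 uM D-galactose, 5 nM enzyme; pH 8.0 HEPES/Mg2+ buffer; 60 min RT; luminescence read 10 min after detection reagent.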
Menin MLL FP TR = menin-MLL binding inhibition, Texas Red mutant peptide; Menin + Texas Red MLL mutant peptide, fluorescence polarization; AID 1768; 0.23% of 270,000 active; O00255; Potency, µM (top dose mostly 61.6 µM), inactives show at the top dose FP activity change, negative = inhibition, actives largely listed as inhibitors; active = well fitted inhibition curve with a large enough effect in the polarisation, with a control signal flat, not every such curve was filed as active; inconclusive = small, poorly fitted or top-dose-only effect, or effect the other way, or a change in a side signal; inactive = no such curve, though single readings can be large or run the other way; the % refers to the polarisation; also: potency is read from the fitted curve at half-maximal effect; % of control where 0% means no effect; many of its hits are not listed in these tables
Starred values were filed as active, the others as inactive; ? = inconclusive; / = not tested or not shown; [ ] = another dose, or the depositor's remark. Unless noted, calls follow the shape of the dose curve; as a rule, active = well fitted curve in the direction sought with a large enough effect; inconclusive = small, poorly fitted or top-dose-only effect, or another doubt; inactive = no such curve, though single readings can be large; an effect the other way counts as inactive or inconclusive. Only part of the results is shown; the hit share may differ from the screen's.

SMILES	Coupling enz	PKM2 act	Giardia kill	hERG WT inh	KCNH2 3.1 block	USP2a inh	TRPV1 ag	CXXC DNA block	B2AR arrestin	GALK inh	Menin MLL FP TR
CSc1cccc(NC(C)C(=O)NCc2ccccc2)c1 (stereo unspecified)	0	8%	-12	-7	8	-1%	-8	2%	0.0%	5%	5%
Cc1cccc(NC(=O)CN2C(=O)COc3ccc(Cl)cc32)c1	-1	0%	14	2	2	2%	7	14%	-0.1%	-2%	19%
Cn1ccnc1SCC(=O)Nc1cc(F)ccc1F	0	-1%	3	6	-1	-1%	0	?	-0.9%	-3%	7%
COCCN(C(=O)CSc1nnc2cc(C)c3ccccc3n12)c1c(N)n(Cc2ccccc2)c(=O)[nH]c1=O	2	3%	14	2	/	1%	-1	13%	-0.1%	1%	-19%
C=CCOc1ccc(/C=N\NC(N)=S)cc1	-3	5%	-1	/	-7	-1%	7	9%	0.0%	0%	7%
CC1(NC(=S)Nc2ccc3ccccc3c2)CCS(=O)(=O)C1 (stereo unspecified)	-3	0%	17	-3	-4	1%	6	-12%	0.3%	-3%	/
Cc1ccc(-c2noc(-c3ccccc3C(=O)N3CCN(C)CC3)n2)cc1	4	3%	8	5	2	-1%	7	-6%	0.3%	2%	0%
O=c1c2ccccc2ncn1CCCOc1ccccc1[N+](=O)[O-]	-1	2%	-12	12	-8	1%	3	0%	-0.6%	0%	11%
CCc1ccc2c(CN3CCOCC3)cc(=O)oc2c1	4	1%	15	2	8	0%	4	28%	0.3%	9%	-10%
O=C(CN1C(=O)COc2ccccc21)Nc1ccccc1F	0	-1%	-7	-15	-9	3%	2	-6%	-0.2%	0%	11%
COc1ccc(NC(=O)Cc2nnc(SCC(=O)NC3CCCCC3)n2C)cc1	-1	-2%	6	-7	-7	-1%	0	0%	-0.8%	-1%	5%
Cc1cc(NC(=O)CSc2nc3ccccc3c(=O)n2Cc2ccccc2)no1	1	-2%	-1	2	-1	0%	7	0%	-0.5%	0%	-3%
CCNc1nc(OCCNS(=O)(=O)c2cc(C)ccc2C)nc(N(C)C)n1	-1	20%	-1	0	10	-1%	2	-9%	-0.6%	-4%	-13%
CCOC(=O)N1CCN(C(=S)NC(C)(C)C)CC1	1	10%	-5	-1	7	0%	-4	0%	-0.5%	-1%	-15%
CCOC(=O)[C@@H]1[C@H]2COc3ccc(Br)cc3[C@@H]2N2C(=O)N(c3ccc(OC)cc3)C(=O)[C@]12C	-1	-3%	21	22	30	1%	6	4%	0.6%	/	10%
O=C(CSc1nc(-c2ccco2)cc(C(F)(F)F)n1)Nc1ccccc1C(F)(F)F	-3	-7%	-6	9	2	3%	2	1%	-0.1%	-2%	11%
CC1(C)CC(CC(=O)Nc2ccccn2)C(=O)O1 (stereo unspecified)	0	-11%	3	18	-1	-1%	-4	1%	-0.2%	-1%	2%
CSc1nc2c(c(=O)[nH]c(=O)n2C)n1Cc1ccc(Cl)cc1	-2	-1%	51[activator]	-1	-5	-2%	3	25%	-0.5%	4%	-1%
O=C(CSc1cccc[n+]1[O-])Nc1ccc2c(c1)OCO2	3	-1%	4	3	-11	2%	1	-6%	0.1%	7%	15%
O=C(Nc1ncccn1)c1cccs1	0	3%	-10	-7	-11	0%	-1	-2%	-0.6%	0%	-8%
Cc1ccc(S(=O)(=O)NC2CC2)s1	/	-6%	20	-8	13	0%	3	11%	-0.8%	-5%	/
CCOC(=O)c1ccc(NC(=O)c2cccc(S(=O)(=O)N3CCOCC3)c2)cc1	0	1%	1	3	-6	3%	?	2%	0.3%	11%	?
CCCCOc1ccc(C(=O)Nc2ccc(S(=O)(=O)Nc3onc(C)c3C)cc2)cc1	/	-3%	/	/	/	-1%	1	-2%	-0.6%	-1%	/
N#Cc1ccc(Cl)cc1NC(=O)CNc1cccc(S(=O)(=O)N2CCCC2)c1	/	/	-6	-4	14	1%	1	/	0.6%	/	/
O=C(CSc1ccc2nnc(-c3cccnc3)n2n1)c1ccccc1	2	-4%	4	-23	-2	3%	2	5%	-0.2%	3%	-6%
O=C(OCC(=O)N1CCN(c2ccccc2)CC1)c1cccs1	/	/	1	-3	-10	2%	0	/	-0.2%	/	/
CC(/C=C/c1ccccc1F)=N\NC(=O)c1ccccc1	0	4%	-1	2	0	9%	25	-13%	-0.5%	1%	-24%
Cc1ccc(S(=O)(=O)N2CCOCC2)cc1C(=O)N1c2ccccc2Sc2ccccc21	-3	3%	4	1	-1	1%	8	14%	-0.2%	-1%	14%
CC(C)(C)C1CCc2c(C(=O)NNC(=O)CCCC(=O)O)csc2C1 (stereo unspecified)	3	-1%	-1	25	-2	5%	-1	-6%	-0.6%	/	4%
COC(=O)c1nn(-c2ccc(OC)cc2)c(=O)c2c(N)sc(C)c12	-52*	-10%	5	3	-1	6%	-1	-2%	-0.1%	/	0%
COc1ccc(/C=N/NC(=O)c2cc(-c3ccccc3)nc3ccccc23)c(C(=O)O)c1OC	23	/	17	14	18	3%	1	7%	0.9%	/	?
NC(=O)CC[C@@H]1NC(=O)[C@H](CO)NC(=O)c2cc([N+](=O)[O-])cc(I)c2NCCCC[C@@H](C(N)=O)NC(=O)[C@H](Cc2ccc(O)cc2)NC1=O	0	1%	13	1	0	-1%	6	13%	-1.3%	/	23%
O=C(CCc1nc(-c2ccccc2F)no1)NCCN1CCc2ccccc2C1	0	0%	-8	15	/	-1%	0	3%	-1.7%	3%	-7%
COc1cccc(C2=CC(=O)C[C@H](c3ccc4c(c3)OCO4)C2)c1	/	/	3	-3	4	2%	?	/	0.1%	/	/
CN(Cc1ccc(OC(F)F)cc1)C(=O)/C=C/c1ccc(S(=O)(=O)N2CCOCC2)cc1	/	/	-30	5	-7	2%	/	/	-2.5%	/	/
O=C1c2ccccc2C(=O)N1CC(O)CNc1ccc(Br)cc1 (stereo unspecified)	-5	-1%	-14	-28	6	1%	5	1%	-1.5%	0%	10%
CCC(C)(C)NC(=O)C1CCCN(S(=O)(=O)c2ccc3c(c2)CC(C)N3C(=O)C2CC2)C1 (stereo unspecified)	-2	/	10	3	-1	4%	1	26%	0.1%	-3%	0%
CCc1ccccc1NC(=S)NC1CC2CCC(C1)N2Cc1ccco1 (stereo unspecified)	0	2%	-11	18	19	1%	0	5%	-0.7%	-3%	?
COc1ccc(N2CC(O)(c3ccc(OC(F)F)cc3)[N+]3=C2CCCC3)cc1 (stereo unspecified)	1	-9%	-17	-86*	-73*	1%	0	-3%	0.5%	7%	-3%
Cc1cc(N2C(=O)C(O)=C(C(=O)c3cccs3)C2c2cccc(Br)c2)no1 (stereo unspecified)	-7	1%	5	1	-16	0%	1	-2%	0.0%	2%	/
COc1ccc(OCC(=O)OCC(=O)NC2CCCCC2C)cc1 (stereo unspecified)	/	/	-24	-23	-8	2%	0	/	0.3%	/	/
CC(C)CC(c1nnnn1C1CCCC1)N1CCN(c2ccccc2F)CC1 (stereo unspecified)	-2	7%	-8	1	-19	-2%	17	-4%	-0.2%	2%	-15%
O=C(Nc1ccc2nn(-c3ccccc3)nc2c1)c1cccnc1	-3	-5%	-14	-2	17	1%	8	0%	0.6%	-1%	7%
CC(=NCc1ccc2c(c1)OCO2)C1=C(O)c2ccccc2C1=O	-1	1%	-5	-8	5	4%	-3	8%	-1.0%	0%	9%
Cc1ccnc(SCCn2c(Br)nc3c2c(=O)[nH]c(=O)n3C)n1	0	0%	-7	4	5	2%	-1	-2%	0.1%	2%	12%
CCN(CC)CCCNC(=O)c1sc2nc(-c3ccc(F)cc3)cn2c1C	1	2%	15	21	-20	1%	0	-17%	0.2%	4%	2%
CCOC(=O)c1sc(NS(=O)(=O)c2cc(C)ccc2C)nc1C	8	-1%	-13	-1	-14	2%	0	0%	-0.1%	1%	21%
CCCCc1cc(=O)oc2cc(OCC(=O)NC(Cc3c[nH]c4ccc(O)cc34)C(=O)O)ccc12 (stereo unspecified)	5	4%	-17	3	4	-2%	1	-13%	-0.2%	/	-1%
CCOC(=O)CNC(=O)CSc1nnc(CCc2nc3ccccc3[nH]2)n1C	7	-3%	-14	-3	-4	1%	0	-11%	0.2%	4%	-2%
O=C(CCC1CCCC1)N[C@@H](Cc1ccc(O)cc1)C(=O)O	13	0%	-22	-3	6	0%	0	-5%	-0.4%	-1%	0%

Screening data deposited in PubChem by National Center for Advancing Translational Sciences (NCATS).
